# Source: PubChem BioAssay (Broad Institute)
# IDE exosite FP = exo-site inhibitors of human IDE, primary screen, biochemical, fluorescence anisotropy, probe displacement; purified IDE, FL-6b probe fluorescence polarization; active compounds read low; z-score at 20 µM; actives 6.3% (n = 17,000); AID 1259349, 2017;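 active = z-score of -3 or lower, meaning strong loss of probe binding signal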;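 note: His-tagged human IDE residues 42-1019 made in E. coli with 30 nM FL-6b probe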
# Target sequence (P14735 42-1019 limits assumed): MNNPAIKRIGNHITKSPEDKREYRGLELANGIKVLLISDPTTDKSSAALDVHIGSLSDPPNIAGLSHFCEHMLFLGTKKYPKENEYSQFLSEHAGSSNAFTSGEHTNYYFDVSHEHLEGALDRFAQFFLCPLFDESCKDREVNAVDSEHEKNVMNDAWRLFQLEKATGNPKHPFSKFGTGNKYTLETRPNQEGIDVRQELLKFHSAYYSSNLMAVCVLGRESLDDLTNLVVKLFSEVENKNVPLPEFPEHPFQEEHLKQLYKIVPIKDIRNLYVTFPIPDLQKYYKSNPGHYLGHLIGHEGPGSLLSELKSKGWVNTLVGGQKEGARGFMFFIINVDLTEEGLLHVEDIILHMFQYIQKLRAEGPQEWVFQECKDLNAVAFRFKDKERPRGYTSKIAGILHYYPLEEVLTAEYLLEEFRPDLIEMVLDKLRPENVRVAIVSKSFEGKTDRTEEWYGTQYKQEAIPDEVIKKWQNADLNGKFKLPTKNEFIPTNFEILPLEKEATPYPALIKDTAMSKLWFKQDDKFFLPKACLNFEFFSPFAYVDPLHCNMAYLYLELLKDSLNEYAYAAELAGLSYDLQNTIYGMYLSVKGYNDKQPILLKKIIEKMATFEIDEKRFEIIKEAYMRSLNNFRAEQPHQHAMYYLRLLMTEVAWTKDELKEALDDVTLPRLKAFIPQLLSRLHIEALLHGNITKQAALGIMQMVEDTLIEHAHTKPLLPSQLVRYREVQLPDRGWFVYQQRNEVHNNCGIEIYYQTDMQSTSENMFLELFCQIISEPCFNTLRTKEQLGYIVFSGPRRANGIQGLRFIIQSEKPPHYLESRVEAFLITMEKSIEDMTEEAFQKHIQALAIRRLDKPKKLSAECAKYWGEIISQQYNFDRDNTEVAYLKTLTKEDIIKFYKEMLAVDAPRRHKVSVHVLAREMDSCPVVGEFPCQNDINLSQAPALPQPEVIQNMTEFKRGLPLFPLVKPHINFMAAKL
# * = called active by the depositor; & = joins results of further samples.
SMILES,IDE exosite FP
CCNC(=O)c1cc2c(c(-c3cccc(-c4ccccc4F)c3)n1)[C@H](CCO)N(C(=O)CC1CC1)C2,2.28
COc1ccccc1CN1CC[C@@H]2[C@H]1c1cc(C3=CCCCC3)ccc1N[C@@H]2CO,2.7
COc1ccc(NC(=O)N2CC(=O)N3[C@H](CO)[C@@H](c4ccc(/C=C/c5ccccc5)cc4)[C@H]3C2)cc1,0.84
COc1ccc(S(=O)(=O)N2[C@@H]3CNC[C@H]2C3c2ccc(-c3cccc(OC)c3)cc2)cc1 (some centres undefined),3.37&4.32
O=C(Cc1ccccn1)N[C@@H]1CC[C@H](CCNS(=O)(=O)c2cccc(F)c2)O[C@@H]1CO,0.0365
CN(C)C(=O)c1cccc(-c2ccc([C@H]3[C@@H](CO)N4C(=O)CN(C(=O)Cc5ccccc5)C[C@@H]34)cc2)c1,1.56
O=S(=O)(c1ccccc1F)N1[C@@H]2CNC[C@H]1C2c1ccc(-c2ccncc2)cc1 (some centres undefined),5.28&3.91
COc1ccccc1NC(=O)N1CCCCN2[C@H](CO)[C@H](c3ccc(-c4cccc(F)c4)cc3)[C@@H]2C1,-1.37
COc1ccc2c3c([nH]c2c1)[C@@H](CO)N(Cc1nccs1)CC31CCN(Cc2cccnc2)CC1,-0.479
COc1ccc(-c2ccc([C@H]3[C@@H](CO)N4CCCCN(S(=O)(=O)c5cccs5)C[C@H]34)cc2)cc1,1.25
CN1[C@H](CO)[C@@H]2c3ccccc3N(C(=O)C3CCCCC3)C[C@@H]21,3.76
COCC(=O)N1[C@H](CO)[C@H]2c3ccccc3N(C(=O)Nc3ccccc3Cl)C[C@H]21,2.72
COCC(=O)N1[C@H](C#N)[C@@H](c2ccc(C#Cc3ccccc3F)cc2)[C@H]1CO,-3.92*
CN1C(=O)c2cc(NC(=O)c3cscn3)ccc2OC[C@@H]2O[C@H](CC(=O)N3CCOCC3)CC[C@@H]21,0.446
CC(C)C#Cc1ccc([C@H]2[C@H]3CN(CC4CC4)CCCCN3[C@H]2CO)cc1,1.52

# Quoted from the listing.
# COc1ccccc1NC(=O)N1CCCCN2[C@H](CO)[C@H](c3ccc(-c4cccc(F)c4)cc3)[C@@H]2C1 in IDE exosite FP shows -1.37
# COc1ccc(NC(=O)N2CC(=O)N3[C@H](CO)[C@@H](c4ccc(/C=C/c5ccccc5)cc4)[C@H]3C2)cc1 in IDE exosite FP shows 0.84

# (further entries)
SMILES,IDE exosite FP
CNC(=O)C[C@H]1CC[C@H]2[C@@H](COc3ccc(NC(=O)Nc4ccc(C#N)cc4)cc3C(=O)N2C)O1,-2.13
O=C(C[C@@H]1C=C[C@@H](NS(=O)(=O)c2ccc(F)cc2)[C@@H](CO)O1)N1CCc2ccccc2C1,0.274
COc1cccc(-c2ccc([C@H]3[C@H]4CN(Cc5cncnc5)CCCCN4[C@H]3CO)cc2)c1,-2.03
COc1cccc(-c2ccc(C3[C@H]4CNC[C@@H]3N4Cc3ccccc3F)cc2)c1 (some centres undefined),2.74&0.214
C/C=C/c1ccccc1[C@@H]1[C@H](C#N)N(S(=O)(=O)c2cccc(F)c2)[C@H]1CO,1.19
CC(=O)N1CC(=O)N2[C@@H](CO)[C@H](c3ccc(-c4ccc(C#N)cc4)cc3)[C@@H]2C1,3.79
O=C(C1CC1)N1CC[C@@H]2[C@H](CO)Nc3ccc(Br)cc3[C@@H]21,1.25
O=S(=O)(c1ccccc1)N1CCCCN2[C@@H](CO)[C@H](c3ccc(-c4ccccc4)cc3)[C@@H]2C1,1.63
CCCC#Cc1ccc([C@@H]2[C@@H](CO)N(C(=O)C3CCC3)[C@H]2C#N)cc1,3.7
CC(C)(O)C#Cc1ccc([C@@H]2[C@@H](CO)N3CCCCN(S(C)(=O)=O)C[C@H]23)cc1,-0.572
CO[C@H]1CN(C)C(=O)c2cc(NC(=O)Nc3cc(F)ccc3F)ccc2OC[C@H](C)NC[C@H]1C,0.495
C[C@@H](O)C#Cc1ccc([C@H]2[C@H]3CN(C(=O)c4ccc5c(c4)OCO5)CCCCN3[C@H]2CO)cc1,-0.116
Cc1ccc(S(=O)(=O)NCC[C@H]2CC[C@H](NC(=O)c3cccnc3)[C@H](CO)O2)cc1,1.72
N#C[C@H]1[C@H](c2ccc(C#Cc3cccc(F)c3)cc2)[C@@H](CO)N1C(=O)C1CCCC1,2.57
COc1cccc(-c2ccc([C@H]3[C@H]4CN(C(=O)c5ccncc5)CC(=O)N4[C@H]3CO)cc2)c1,1.65
C/C=C/c1ccc([C@H]2[C@H](C#N)N(c3nc(-c4ccccc4)cs3)[C@H]2CO)cc1,3.71
O=C(CN1CCOCC1)N1CCCCN2[C@H](C1)[C@@H](c1ccc(C#Cc3ccccc3F)cc1)[C@@H]2CO,-5*
O=C(c1cccc(F)c1)N1CCCCN2[C@H](C1)[C@@H](c1ccc(-c3cncnc3)cc1)[C@@H]2CO,0.683
CCC(=O)N1CCCCN2[C@H](CO)[C@@H](c3ccc(-c4cccnc4)cc3)[C@H]2C1,0.698
C[C@@H]1CN([C@H](C)CO)C(=O)c2cc(-c3ccc(C#N)cc3)cnc2O[C@H]1CN(C)Cc1cccnc1,-0.397
C[C@H](CO)N1C[C@H](C)[C@H](CN(C)C(=O)Nc2cccc(C(F)(F)F)c2)OCc2ccccc2-c2ccccc2C1=O,-0.126
Cc1ccccc1S(=O)(=O)N1CC(=O)N2[C@H](CO)[C@@H](c3ccc(C#CCC4CCCC4)cc3)[C@@H]2C1,4.8
C/C=C/c1ccc([C@@H]2[C@@H](CO)N3CCCCN(C(=O)Nc4cc(F)ccc4F)C[C@H]23)cc1,1.44
COc1cccc(C#Cc2ccc([C@H]3[C@@H](C#N)N(C(=O)C4CCC4)[C@@H]3CO)cc2)c1,-0.0363
O=C(C1CCC1)N1CCCCN2[C@H](CO)[C@H](c3ccc(C#CC4(O)CCCC4)cc3)[C@H]2C1,1.51
CCCNC[C@@H]1[C@@H](c2ccc(C3=CCCC3)cc2)[C@@H](CO)N1C(=O)C1CCCC1,2.21
O=C(Nc1ccccc1)N1CCCCN2[C@H](CO)[C@@H](c3ccc(C#CC4CC4)cc3)[C@H]2C1,0.749
CN(C)C(=O)c1cccc(-c2ccccc2[C@@H]2[C@H](C#N)N(C(=O)C3CCC3)[C@H]2CO)c1,2.39
O=C(C1CCCCC1)N1CC(=O)N2[C@@H](CO)[C@@H](c3ccc(C#CCc4ccccc4)cc3)[C@@H]2C1,-0.614
N#C[C@@H]1[C@@H](c2ccccc2C2=CCCC2)[C@H](CO)N1C(=O)C1CC1,1.46

# Ordered by count of non-hydrogen atoms (descending): 7 of the compounds above.
SMILES,IDE exosite FP
C[C@H](CO)N1C[C@H](C)[C@H](CN(C)C(=O)Nc2cccc(C(F)(F)F)c2)OCc2ccccc2-c2ccccc2C1=O,-0.126
O=C(CN1CCOCC1)N1CCCCN2[C@H](C1)[C@@H](c1ccc(C#Cc3ccccc3F)cc1)[C@@H]2CO,-5*
O=C(C1CCCCC1)N1CC(=O)N2[C@@H](CO)[C@@H](c3ccc(C#CCc4ccccc4)cc3)[C@@H]2C1,-0.614
O=C(c1cccc(F)c1)N1CCCCN2[C@H](C1)[C@@H](c1ccc(-c3cncnc3)cc1)[C@@H]2CO,0.683
C/C=C/c1ccc([C@@H]2[C@@H](CO)N3CCCCN(C(=O)Nc4cc(F)ccc4F)C[C@H]23)cc1,1.44
COc1cccc(C#Cc2ccc([C@H]3[C@@H](C#N)N(C(=O)C4CCC4)[C@@H]3CO)cc2)c1,-0.0363
N#C[C@@H]1[C@@H](c2ccccc2C2=CCCC2)[C@H](CO)N1C(=O)C1CC1,1.46

# The listing picks up, starting three compounds before the break.
SMILES,IDE exosite FP
CN(C)C(=O)c1cccc(-c2ccccc2[C@@H]2[C@H](C#N)N(C(=O)C3CCC3)[C@H]2CO)c1,2.39
O=C(C1CCCCC1)N1CC(=O)N2[C@@H](CO)[C@@H](c3ccc(C#CCc4ccccc4)cc3)[C@@H]2C1,-0.614
N#C[C@@H]1[C@@H](c2ccccc2C2=CCCC2)[C@H](CO)N1C(=O)C1CC1,1.46
CC(C)CC#Cc1ccc([C@H]2[C@@H](CO)N3C(=O)CN(S(=O)(=O)c4ccccc4)C[C@@H]23)cc1,4.1
O=C(Nc1ccc(F)cc1)N1CC(=O)N2[C@H](CO)[C@@H](c3ccc(-c4ccccc4)cc3)[C@@H]2C1,-4.78*
O=C(Nc1cc(F)ccc1F)N1CC(=O)N2[C@H](C1)[C@H](c1ccc(-c3cccnc3)cc1)[C@@H]2CO,-1.77
CCC(=O)N[C@H]1CC[C@@H](CC(=O)NCc2ccccc2F)O[C@H]1CO,2.03
Cc1noc(C)c1NC(=O)N[C@H]1C=C[C@@H](CC(=O)Nc2ccc(-c3ccccc3)cc2)O[C@H]1CO,-0.556
O=C(C[C@@H]1CC[C@H]2[C@@H](COC[C@H](O)CN2Cc2cc(F)cc(F)c2)O1)Nc1nccs1,-2.49
Cc1cccc(S(=O)(=O)N2C[C@@H]3[C@H](c4ccccc42)[C@@H](CO)N3CC2CCCC2)c1,-0.74
Cc1ccccc1S(=O)(=O)N1CCCCN2[C@H](CO)[C@@H](c3ccc(-c4cccc(F)c4)cc3)[C@@H]2C1,-7.34*
CCCN1C[C@@H](C)[C@H](OC)CN(C)C(=O)c2cc(NS(=O)(=O)c3ccccc3)ccc2OC[C@@H]1C,-0.106
C[C@@H]1CN([C@@H](C)CO)C(=O)c2c(c3ccccc3n2C)-c2ccccc2CO[C@@H]1CN(C)C(=O)[C@@H](Cc1ccccc1)N(C)C,0.874
O=C(CCN1CCCCC1)N[C@H]1CC[C@H](CCn2cc(-c3cccc(F)c3)nn2)O[C@@H]1CO,1.02
CCCNC(=O)C[C@@H]1CC[C@H]2[C@H](COc3ccc(NC(=O)CC)cc3C(=O)N2C)O1,0.297
C/C=C/c1ccc([C@H]2[C@H]3CN(Cc4ccccc4)CC(=O)N3[C@H]2CO)cc1,-0.307
O=C(c1ccccn1)N1CC(=O)N2[C@H](CO)[C@H](c3ccc(C4=CCCC4)cc3)[C@@H]2C1,-1.67
N#C[C@H]1[C@@H](c2ccc(-c3ccccc3)cc2)[C@H](CO)N1C(=O)Cc1ccccc1,-0.421
Cc1cccc(S(=O)(=O)N[C@H]2CC[C@@H](CCNC(=O)Nc3cc(F)ccc3F)O[C@@H]2CO)c1,3.57
COC(=O)C[C@@H]1CC[C@H]2[C@@H](COc3ccc(NS(=O)(=O)c4ccc(C)cc4)cc3C(=O)N2C)O1,-0.295
O=C(CN1CCOCC1)N1CCCCN2[C@H](CO)[C@H](c3ccc(/C=C/c4ccccc4)cc3)[C@H]2C1,-2.94
O=C(Cc1ccccc1)N1CC(=O)N2[C@H](CO)[C@H](c3ccc(C#Cc4ccccc4)cc3)[C@@H]2C1,-7.01*
Cc1ccccc1S(=O)(=O)N1CCCCN2[C@@H](CO)[C@H](c3ccc(C#CCN(C)C)cc3)[C@@H]2C1,0.404
COc1cccc(CN2CC3(C2)CN(C(=O)C2CC2)[C@@H](CO)c2[nH]c4cc(OC)ccc4c23)c1,-0.479
O=C(C1CCC1)N1CC(=O)N2[C@H](CO)[C@H](c3ccc(C#CCc4ccccc4)cc3)[C@@H]2C1,-2.52
COc1ccc(C#Cc2ccc([C@@H]3[C@H]4CN(C(=O)c5ccncc5)CC(=O)N4[C@H]3CO)cc2)cc1,3.22
O=C(NCC[C@@H]1CC[C@@H](NC(=O)C2CCOCC2)[C@H](CO)O1)c1cc(Cl)cc(Cl)c1,1.51
C/C=C/c1ccc([C@H]2[C@@H](CN(C)C(=O)CC)N(C(=O)NC(C)C)[C@H]2CO)cc1,3.47
CCC(=O)N1CCCCN2[C@@H](CO)[C@H](c3ccc(-c4cccnc4)cc3)[C@@H]2C1,-0.417
O=C(Nc1ccccc1)N1CC(=O)N2[C@H](CO)[C@@H](c3ccc(-c4ccc(F)cc4)cc3)[C@H]2C1,1.77
Cc1ccc(CN2CC(=O)N3[C@@H](CO)[C@H](c4ccc(-c5ccccc5F)cc4)[C@@H]3C2)cc1,-0.507
CCCC#Cc1ccc([C@@H]2[C@@H](CO)N3CCCCN(CC4CCOCC4)C[C@@H]23)cc1,-1.16
COc1ccc(-c2ccc([C@@H]3[C@@H](CO)N4C(=O)CN(Cc5ccc(C)cc5)C[C@H]34)cc2)cc1,2.7
Cc1noc(C)c1NC(=O)N(C)C[C@H]1OCCCC[C@@H](C)Oc2ccc(NC(=O)Nc3ccc(C(F)(F)F)cc3)cc2C(=O)N([C@H](C)CO)C[C@@H]1C,1.72
Cc1ccc(-c2ccc(C3[C@@H]4CN(Cc5ccccc5)C[C@H]3N4)cc2)cc1 (some centres undefined),0.829
CN(C)CC(=O)N1[C@H](C(=O)Nc2nccs2)[C@@H](CO)[C@@H]2Cn3c(ccc(C4=CCCCC4)c3=O)[C@@H]21,0.058
CC(=O)N1CC[C@@H]2[C@@H](CO)Nc3ccc(-c4ccccc4)cc3[C@@H]21,2.16
O=C(Nc1cccc(F)c1)N1CCCCN2[C@H](CO)[C@@H](c3ccc(-c4ccncc4)cc3)[C@@H]2C1,1.46
O=C(C[C@H]1CC[C@H]2[C@@H](COC[C@@H](O)CN2Cc2nccs2)O1)N1CCC(Cc2ccccc2)CC1,-1.34
COc1cccc(C#Cc2ccc([C@@H]3[C@H](C#N)N(C(=O)c4ccccn4)[C@H]3CO)cc2)c1,-2.73
Cc1ccc(S(=O)(=O)NCC[C@@H]2CC[C@H](NC(=O)c3cccnc3)[C@@H](CO)O2)cc1,-0.759
N#C[C@@H]1[C@@H](c2ccc(-c3cccc(F)c3)cc2)[C@@H](CO)N1C(=O)NC1CCCC1,0.203
COCC(=O)N1CCCCN2[C@@H](CO)[C@@H](c3ccc(-c4ccc(OC)cc4)cc3)[C@@H]2C1,0.405
CN(C)CC(=O)N1[C@H](CO)[C@@H](c2ccc(-c3ccccc3F)cc2)[C@@H]1C#N,-3.42*
C[C@H](CO)N1C[C@H](C)[C@@H](CN(C)C(=O)c2cnccn2)Oc2cc(C#CCC3CCCC3)ccc2S1(=O)=O,-0.0439
COc1cccc(-c2ccc([C@@H]3[C@H]4CN(Cc5cncnc5)CCCCN4[C@H]3CO)cc2)c1,-3.94*
Cc1ccc(S(=O)(=O)Nc2ccc3c(c2)C(=O)N(C)[C@@H]2CC[C@H](CC(=O)NCCc4ccncc4)O[C@@H]2CO3)cc1,0.209
O=C(c1ccccn1)N1CC(=O)N2[C@H](CO)[C@@H](c3ccc(C#CC4CCCC4)cc3)[C@H]2C1,4.87

# These rows are one share of the data (hit frequency here may not be typical).
